# KAT2A inh: GCN5L2 (KAT2A) acetyltransferase inhibition; Potency, µM (series often up to 58.9 µM), for the others: top-dose activity change, negative = inhibition, hits mostly inhibitors; AID 504327; 390,000 compounds, 0.21% hits; GCN5L2 HAT assay, ThioGlo1 CoA-SH fluorescence; Q92830
#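 Free CoA generated was detected with ThioGlo1 (50uM) fluorescence at Ex340nm/Em540nm, read immediately and after 20 min at room temperature. Enzyme, 20 nM in HEPES pH 7.5 buffer, saw compounds 15 min before adding 75uM H3(1-25) peptide and 70uM acetyl-CoA.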
# N370S GC: inhibits or activates N370S mutant glucocerebrosidase | P04062 | N370S GC spleen homogenate, 4MU-glucoside fluorescence | Potency, µM (series often up to 59.4 µM), for the others: top-dose activity change, negative = inhibition, most hits filed as inhibitors | 330,000 compounds, 0.092% hits | AID 2101;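 further: 0% = full enzyme activity and -100% = no enzyme basal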
# FEN1 inhibitor: human FEN1 inhibition; Recombinant FEN1 flap cleavage, fluorescence, 15 min; Potency, µM (highest dose often 114 µM), for the others: at the highest dose activity change, negative = inhibition, usual class: inhibitors; 390,000 compounds, 0.35% hits; AID 588795; further: nearly all actives have a fitted effect of over 65% in size
# Target sequence (P39748 whole entry, looked up): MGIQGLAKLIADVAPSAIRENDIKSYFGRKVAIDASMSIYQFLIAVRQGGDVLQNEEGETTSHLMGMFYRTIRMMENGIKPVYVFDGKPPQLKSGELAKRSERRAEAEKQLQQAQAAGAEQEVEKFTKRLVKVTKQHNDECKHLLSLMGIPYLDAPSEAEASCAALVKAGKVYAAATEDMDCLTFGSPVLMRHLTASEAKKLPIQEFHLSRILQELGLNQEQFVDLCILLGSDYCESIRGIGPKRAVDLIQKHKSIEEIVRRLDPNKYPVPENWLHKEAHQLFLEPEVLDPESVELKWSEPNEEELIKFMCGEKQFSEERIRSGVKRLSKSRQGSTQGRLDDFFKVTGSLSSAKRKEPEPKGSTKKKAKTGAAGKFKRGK
#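 FEN1 at 10 nM, compound pretreatment for 15 min (room temperature), 50 nM final substrate to initiate; endpoint reads at 0 and 15 min; DMSO-only plates used as vehicle background.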
# The depositor's hits bear a star; i = inactive; ? = inconclusive; . = not tested or not shown; & = joins results of further samples; [ ] = remark or other dose. The call rests on the fitted dose curve; in most records, active means well fitted curve in the direction sought with a large enough effect; inconclusive means small, poorly fitted or top-dose-only effect, or another doubt; inactive means no such curve, though single readings can be large; an effect the other way counts as inactive or inconclusive. Unless noted, on the % scale 0 is the no-effect control and ±100 the full control effect; potency means the concentration at half of the fitted maximal effect. Some of the compounds tested; the hit share may differ from the screen's.
SMILES,KAT2A inh,N370S GC,FEN1 inhibitor
CCCC[N+]1(C)C2CC(OC(=O)C(CO)c3ccccc3)CC1C1OC12 (configuration not stated),16%&-15%,0%&-6%&-3%,21%
NP(=O)(Oc1ccccc1Cl)Oc1ccccc1Cl,-3%,1%,14%
CCN1CCN(Cc2cccnc2)CC1,-4%,-4%,7%
CCN(CC)c1ccc(/C=C2\C(=O)NC(=S)N(C)C2=O)o1,-2%,-7%,5%
O=C(CN1CCOCC1)Nc1ccc(Br)cc1C(=O)c1ccccc1,-3%,2%,-9%
Nc1ccc(Cl)c(Cl)c1,.,2%,13%
O=C(Cn1ccc2ccccc2c1=O)NCC(=O)N1CCC2(CC1)OCCO2,-8%,0%,-3%
Cc1ccc(CNCCc2ccc(F)cc2)s1,-13%,-5%,-4%
COCCOC(=O)c1c(N)n(Cc2ccco2)c2nc3ccccc3nc12,-11%,?,2%
Cc1cc(-c2cc(C)c(N)c(C)c2)cc(C)c1N,.,-14%,-6%
O=C(CN1CC(c2ccccc2)CC1=O)Nc1ccccc1 (configuration not stated),0%,3%,-4%
CNC1[C@@H](O)C(OC2C(N)C[C@H](N)[C@@H](O[C@@H]3OC(C(C)O)C(O)C(O)C3N)C2O)OC[C@]1(C)O (some centres not stated),8%,3%,.
CC(C(=O)c1c[nH]c2ccccc12)N1CCSCC1 (configuration not stated),-5%,-24%,8%
O=C(Cn1cnc2ccccc2c1=O)NCCC(=O)N1CCC2(CC1)OCCO2,-5%,3%,-17%
COc1cccc2c1cc([N+](=O)[O-])c1c(C(=O)O)cc3c(c12)OCO3,.,-4%&0%&2%,-20%
CN1C(=O)/C(=C/c2ccc(N3CCCCCC3)o2)C(=O)NC1=S,-2%,13%,-6%
O=C(Nc1ccc2c(c1)OCO2)c1cccn(Cc2cccc([N+](=O)[O-])c2)c1=O,0%,.,-4%
COc1ccc2c(c1)CC1(CN2C)C(=O)NC(=O)N(c2ccc(F)cc2)C1=O (configuration not stated),1%,0%,17%
CC(=O)[C@H]1CC[C@H]2C3CC[C@H]4C[C@](C)(O)CC[C@]4(C)C3CC[C@]12C (some centres not stated),47%[activator],-2%,.
CCCCC(=O)N/N=C/c1c(O)n(-c2cccc3ccccc23)c(=O)[nH]c1=O,-7%,-2%,15%
O=C(NCc1ccccn1)c1ccccc1Cl,0%,8%,8%
CCC(CC)NC1CCCCC1OC (configuration not stated),1%,0%,7%
O=C(Nc1ccccc1)N1CCC2(CC1)CCN(C(=O)Oc1ccccc1)CC2,5%,3%,.
Nc1ccncc1Cl,-11%,-2%,18%
Cc1ccc[n+](CC(O)Cn2c3ccccc3c3ccccc32)c1 (configuration not stated),1%,9%,2%
COC(=O)C1=C(c2cccc(C#N)c2)C[C@@H]2CC[C@H]1N2C(=O)N1CCOCC1,3%,.,1%
Cc1ccc(-n2c(C)cc(/C=C3/C(=O)NC(=O)N(C)C3=O)c2C)cc1,-6%,-6%,3%
COc1cc(C)c(CN2CCN(c3ccccc3)CC2)cc1C,-3%,8%,-1%
CC1=C2C[C@H]3[C@@H](CC=C4C[C@@H](O)CC[C@@]43C)[C@@H]2CC[C@]12O[C@@H]1C[C@H](C)CN[C@H]1C2C (some centres not stated),-11%,-16%,.
CCCCC/C=C\C/C=C\C/C=C\C/C=C\CCCC(=O)Nc1ccc(O)cc1C,-17%&-37%,-3%&-8%,.

# An excerpt from above with just N370S GC.
molecule	N370S GC
O=C(Nc1ccccc1)N1CCC2(CC1)CCN(C(=O)Oc1ccccc1)CC2	3%
Nc1ccncc1Cl	-2%
Cc1ccc[n+](CC(O)Cn2c3ccccc3c3ccccc32)c1 (configuration not stated)	9%

# Next entries follow.
SMILES,KAT2A inh,N370S GC,FEN1 inhibitor
COC(=O)C1=C(c2cccc(OCc3ccccc3)c2)C[C@@H]2CC[C@H]1N2C(=O)NCCOc1ccccc1Cl,?,.,-22%
c1ccc(-c2[nH]c[n+](CC3CO3)c2-c2ccccc2)cc1 (configuration not stated),15%,-9%,.
Nc1c(C(=O)NCC2CCCO2)c2nc3ccccc3nc2n1Cc1ccco1 (configuration not stated),-20%,11%,-10%
c1ccc(CN2CCN(Cc3ccc4c(c3)OCCO4)CC2)cc1,24%,12%,-1%
Cc1ccc(S(=O)(=O)N2CC3CC(C2)c2cccc(=O)n2C3)cc1 (configuration not stated),-11%,-4%,-16%
CC(C)(C)C(=O)NC1CCSC1=O (configuration not stated),3%,-2%,.
COc1ccccc1CC(=O)N1CCN(CCc2ccccc2)CC1,1%,-1%,-3%
CN(C)CCN(CC1CCCN(Cc2ccccc2F)C1)C(=O)Cc1ccc(F)c(F)c1 (configuration not stated),0%,-12%,3%
COc1ccc(OC)c(-n2c(O)c(/C=C3\C=Nc4ccccc43)c(=O)[nH]c2=O)c1,0%,-14%,-2%
BrCC(Br)C1CCC(Br)C(Br)C1 (configuration not stated),-8%,10%,7%
OC[C@H]1OC(O)C[C@@H](O)[C@@H]1O (some centres not stated),-8%,-3%,-4%
C[C@H]1C/C=C/[C@@H]2[C@@H]3O[C@]3(C)[C@@H](C)[C@H]3[C@H](Cc4ccccc4)NC(=O)[C@]32OC(=O)O/C=C/[C@](C)(O)C1=O,3%,-1%,.
CN1CCCN(C(=O)COc2cccc(C(F)(F)F)c2)CC1,-20%,-9%,5%
Cc1nc2ccc(Nc3nc4cc(S(=O)(=O)N5CCOCC5)ccc4o3)cc2s1,-13%,?,-10%
CCNc1cc(N2CCN(C)CC2)ccc1[N+](=O)[O-],-8%,26%,-3%
Cc1cc(C)cc(N2C(=O)/C(=C\c3ccc(N4CCN(C)CC4)o3)C(=O)NC2=S)c1,4%,-12%,?
COc1ccc(CCNc2oc(-c3ccc(OC)c(OC)c3)nc2P(=O)(OC)OC)cc1OC,31%[activator],4%,2%
CCCN1CCC[C@@H]2Cc3nc(N)ncc3C[C@H]21,-8%,-1%,-17%
CN(C)c1ccc2c(c1)N=C(c1ccco1)OP2(=S)N1CCOCC1 (configuration not stated),-3%,-1%,-5%
O=c1[nH]c(O)c(C=Nc2ccccc2Oc2ccccc2)c(=O)[nH]1,-11%,-5%,-12%
CCOC(=O)c1ccc(N=C(C)c2c(O)[nH]c(=O)[nH]c2=O)cc1,-7%,0%,-2%
CC(Cc1ccccc1)NC(=O)/C=C/c1ccc(Cl)cc1 (configuration not stated),51%[activator],15%,-5%
CN1C[C@H](CNC(=O)OCc2ccccc2)C[C@@H]2c3cccc4c3c(cn4C)C[C@H]21,?,-15%&-12%&20%&-9%&-18%,-14%
O=c1c2ccccc2nc(-c2ccco2)n1-c1nccs1,-6%,3%,?
C=CCNC(=S)/N=C/c1c(O)[nH]c(=O)[nH]c1=O,-3%,14%,0%
CC(C)Oc1cccc(C(=O)C2CCCN(Cc3ccon3)C2)c1 (configuration not stated),-14%,-14%,-13%
COC(=O)C1=C(c2ccc(OC(F)(F)F)cc2)C[C@@H]2CC[C@H]1N2C(=O)NCc1cccc2ccccc12,-3%,.,-13%
CCC1C(C#N)=C(N)Oc2c1c(=O)oc1ccccc21 (configuration not stated),-1%,-4%,-7%
CC(C)Oc1ccc(CCN)cc1Cl,7%,-3%,-1%
O=P(Nc1c(Cl)cccc1Cl)(c1ccccc1)c1nc2c(s1)CCCC2 (configuration not stated),1%,8%,13%

# Individual results from the entries so far.
# O=c1c2ccccc2nc(-c2ccco2)n1-c1nccs1 | N370S GC: 3%
# CC(Cc1ccccc1)NC(=O)/C=C/c1ccc(Cl)cc1 (configuration not stated) | FEN1 inhibitor: -5%
# CCOC(=O)c1ccc(N=C(C)c2c(O)[nH]c(=O)[nH]c2=O)cc1 | N370S GC: 0%
# C=CCNC(=S)/N=C/c1c(O)[nH]c(=O)[nH]c1=O | N370S GC: 14%

# Other structures
SMILES,KAT2A inh,N370S GC,FEN1 inhibitor
CCCC(C)C1(CC)C(=O)NC(=Nc2ccccc2)NC1=O (configuration not stated),-10%,5%,-7%
Cc1nnc(NC(=O)c2cccn(Cc3ccc(Cl)cc3)c2=O)s1,-5%,.,20%
Cn1nccc1C(=O)N1CCC2(CC1)OCCO2,-20%,1%,20%
CCN(CC)C(=O)c1ccc(NC(=O)c2cccc(S(=O)(=O)N3CCN(C)CC3)c2)cc1,-4%,2%,7%
COC(=O)C1=C(c2ccc(C(C)=O)cc2)C[C@@H]2CC[C@H]1N2C(=O)N1CCCC1,3%,.,18%
COC(=O)C1=C(c2ccc(-c3ccccc3)c(F)c2)C[C@@H]2CC[C@H]1N2C(=O)NCCOc1ccccc1Cl,-8%,.,-18%
C=C1C2C[C@H](O)C(C)(C)[C@@]2(O)[C@H](O)C[C@]23C[C@@](C)(O)[C@H](CC[C@H]12)[C@H]3OC(C)=O (some centres not stated),2%,17%,-13%
Cc1ccccc1NP(=O)(Oc1ccccc1F)Oc1ccccc1F,2%,24%,-7%
CC(Cc1ccccc1)NC=O (configuration not stated),-1%&3%,-3%,-3%
C[C@]12CCC(=O)C=C1CC[C@@H]1[C@@H]2C(=O)C[C@]2(C)C(=O)CC[C@@H]12,-5%,6%,-4%
O=Cc1cn(Cc2ccc([N+](=O)[O-])cc2)c2ccccc12,?,3%,-5%
O=C(/C=C/c1ccc(Cl)cc1)NC(=S)N1C[C@H]2C[C@H](C1)c1cccc(=O)n1C2,-6%,8%,-6%
O=C1NC(=O)N(Cc2ccc(F)cc2)C(=O)/C1=C\c1ccoc1,?,-23%,?
COCCNC(=O)N1[C@H]2CC[C@@H]1C(C(=O)OC)=C(c1ccc(-c3ccccc3)c(F)c1)C2,-6%,.,17%
COC(=O)CCCCC1SCC(NC(=O)c2ccccc2)C1Cl (configuration not stated),9%,-3%,-16%

# Some of the entries above in a different format:
O=C(CN1CCOCC1)Nc1ccc(Br)cc1C(=O)c1ccccc1
  KAT2A inh: -3%
  N370S GC: 2%
  FEN1 inhibitor: -9%
Nc1ccc(Cl)c(Cl)c1
  KAT2A inh: .
  N370S GC: 2%
  FEN1 inhibitor: 13%

# Structural class: those above with a nitro group on carbon
SMILES,KAT2A inh,N370S GC,FEN1 inhibitor
COc1cccc2c1cc([N+](=O)[O-])c1c(C(=O)O)cc3c(c12)OCO3,.,-4%&0%&2%,-20%
O=C(Nc1ccc2c(c1)OCO2)c1cccn(Cc2cccc([N+](=O)[O-])c2)c1=O,0%,.,-4%
CCNc1cc(N2CCN(C)CC2)ccc1[N+](=O)[O-],-8%,26%,-3%
O=Cc1cn(Cc2ccc([N+](=O)[O-])cc2)c2ccccc12,?,3%,-5%

# Next part.
SMILES,KAT2A inh,N370S GC,FEN1 inhibitor
Cc1c(N=Nc2c(O)n(Cc3ccccc3)c(=O)[nH]c2=O)c(=O)n(-c2ccccc2)n1C,-5%,-13%,2%
CCC(=O)OC1(c2ccccc2)C(C)CN(C)CC1C (configuration not stated),-17%,-22%,-2%
CC(N=Cc1c(O)[nH]c(=O)[nH]c1=O)c1ccccc1 (configuration not stated),-7%,?,-2%
CC1N=C(c2ccccc2Cl)c2cc(Br)ccc2NC1=O (configuration not stated),1%,-17%,-13%
CCn1c(=O)n(CC)c2cc([N+](=O)[O-])c(N3CCNCC3)cc21,-10%,3%,2%
COC(=O)C1=C(c2ccc(C(C)=O)cc2)C[C@@H]2CC[C@H]1N2C(=O)NCC1CC1,0%,.,16%
COc1ccc(NC(=O)N2C[C@@H]3C[C@@H](C2)c2cccc(=O)n2C3)cc1,4%,-2%,-11%
Cc1c(/C=N/O)c2ccccc2n1C,-1%,0%,-3%
Cc1cc(O)c2c(c1)OC(C)(C)C1=C2CC(C)CC1 (configuration not stated),-21%,-4%,?
CCCCCSc1cc(OC)c(CCN)cc1OC,1%,?,3%
COc1ccc(CCn2c(O)c(C=NCCN3CCCCC3)c(=O)[nH]c2=O)cc1OC,0%,6%,-5%
[O-]c1ccccc1-[n+]1c(-c2ccccc2)cc(-c2ccccc2)cc1-c1ccccc1,0%,-4%,?
Cc1ccsc1C(=O)C1CCCN(Cc2ccc(O)cc2)C1 (configuration not stated),2%,-7%,-5%
O=C(O)Cc1cnc[nH]1,4%,1%&-12%&2%,-21%
O=C(O)COc1ccc(Cl)cc1Cl,-2%,1%&-1%&-5%,-1%
CN1CC(C(=O)c2cccc(C(F)(F)F)c2)C(c2ccc(Cl)cc2)C1 (configuration not stated),29%,?,-20%
O=[N+]([O-])CCO,-2%,-4%,0%
CCCN(CCC)C(=O)Cc1c(-c2ccc(Cl)cc2)nc2c(Cl)cc(Cl)cn12,-1%,-2%&2%,0%
CC(=O)Nc1ccccc1C(=O)OCC(=O)c1ccc2ccccc2c1,-8%,11%,1%
O=C(Nc1ccccc1Cl)OC1CN2CCC1CC2 (configuration not stated),7%,-14%,-3%
CCOC(=O)C1(CCOc2ccccc2)CCN(Cc2cnc(SC)nc2)CC1,11%,20µM*,10%
CS(=N)(=O)CC[C@H](N)C(=O)O (some centres not stated),-3%,1%,i
CC(C)CNc1c2c(nc3ccccc13)CCC2,1%,-11%,-2%
CCCc1nc2ccccc2c(=O)n1-c1ccc(OC)cc1,38%[activator],4%,-3%
CCOc1ccc(C2(C#N)CC[N+](C)(C)CC2)cc1,-4%,14%,3%
O=C(Nc1ccc(Cl)cc1)Nc1nccs1,-5%,3%[12.8 µM],-14%
Cn1c(O)c(C(c2ccncc2)c2c(O)n(C)c(=S)n(C)c2=O)c(=O)n(C)c1=S,-13%,-15%,-1%

# Screening results from PubChem.
